MazEF act: increases E. coli MazEF RNase cleavage of RNA; FAM/BHQ RNA-DNA oligo cleavage fluorescence, 5 h; activation, % at 20 µM; 350,000 tested, 0.32% active; P0AE70; in the data active = activation above about 50%
Rv3671c inh: Rv3671c (M. tuberculosis) protease inhibition; inhibition, % at 5.96 µM; P9WHR9; AID 2606; 320,000 tested, 0.048% active; in the data active = inhibition above about 38%;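 also: extracellular domain of Rv3671c used as enzyme; 0% = enzyme with DMSO and 100% = no enzyme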
CCHF vOTU inh: CCHFV vOTU protease inhibition. Pep-AMC fluorescence. inhibition, % at 11.5 µM. 370,000 tested, 0.55% active. AID 651958; in the data active = inhibition above about 30%; also: 0% = vehicle wells with enzyme and 100% = no enzyme wells
3CLpro inhibitor: SARS-CoV 3CLpro protease inhibition | 290,000 tested, 0.14% active | P0C6X7 | recombinant SARS-CoV 3CLpro, quenched FRET peptide cleavage | inhibition, % at 6 µM; in the data active = inhibition above about 12%
TcdB GH inh: inhibitors of Clostridioides difficile toxin B glycohydrolase. AID 652162. inhibition, % at 9.99 µM. P18177. TcdB glycohydrolase enzymatic assay, plate reader. 350,000 tested, 0.24% active; in the data active = inhibition above about 10%
Target sequence (P18177 whole entry, looked up): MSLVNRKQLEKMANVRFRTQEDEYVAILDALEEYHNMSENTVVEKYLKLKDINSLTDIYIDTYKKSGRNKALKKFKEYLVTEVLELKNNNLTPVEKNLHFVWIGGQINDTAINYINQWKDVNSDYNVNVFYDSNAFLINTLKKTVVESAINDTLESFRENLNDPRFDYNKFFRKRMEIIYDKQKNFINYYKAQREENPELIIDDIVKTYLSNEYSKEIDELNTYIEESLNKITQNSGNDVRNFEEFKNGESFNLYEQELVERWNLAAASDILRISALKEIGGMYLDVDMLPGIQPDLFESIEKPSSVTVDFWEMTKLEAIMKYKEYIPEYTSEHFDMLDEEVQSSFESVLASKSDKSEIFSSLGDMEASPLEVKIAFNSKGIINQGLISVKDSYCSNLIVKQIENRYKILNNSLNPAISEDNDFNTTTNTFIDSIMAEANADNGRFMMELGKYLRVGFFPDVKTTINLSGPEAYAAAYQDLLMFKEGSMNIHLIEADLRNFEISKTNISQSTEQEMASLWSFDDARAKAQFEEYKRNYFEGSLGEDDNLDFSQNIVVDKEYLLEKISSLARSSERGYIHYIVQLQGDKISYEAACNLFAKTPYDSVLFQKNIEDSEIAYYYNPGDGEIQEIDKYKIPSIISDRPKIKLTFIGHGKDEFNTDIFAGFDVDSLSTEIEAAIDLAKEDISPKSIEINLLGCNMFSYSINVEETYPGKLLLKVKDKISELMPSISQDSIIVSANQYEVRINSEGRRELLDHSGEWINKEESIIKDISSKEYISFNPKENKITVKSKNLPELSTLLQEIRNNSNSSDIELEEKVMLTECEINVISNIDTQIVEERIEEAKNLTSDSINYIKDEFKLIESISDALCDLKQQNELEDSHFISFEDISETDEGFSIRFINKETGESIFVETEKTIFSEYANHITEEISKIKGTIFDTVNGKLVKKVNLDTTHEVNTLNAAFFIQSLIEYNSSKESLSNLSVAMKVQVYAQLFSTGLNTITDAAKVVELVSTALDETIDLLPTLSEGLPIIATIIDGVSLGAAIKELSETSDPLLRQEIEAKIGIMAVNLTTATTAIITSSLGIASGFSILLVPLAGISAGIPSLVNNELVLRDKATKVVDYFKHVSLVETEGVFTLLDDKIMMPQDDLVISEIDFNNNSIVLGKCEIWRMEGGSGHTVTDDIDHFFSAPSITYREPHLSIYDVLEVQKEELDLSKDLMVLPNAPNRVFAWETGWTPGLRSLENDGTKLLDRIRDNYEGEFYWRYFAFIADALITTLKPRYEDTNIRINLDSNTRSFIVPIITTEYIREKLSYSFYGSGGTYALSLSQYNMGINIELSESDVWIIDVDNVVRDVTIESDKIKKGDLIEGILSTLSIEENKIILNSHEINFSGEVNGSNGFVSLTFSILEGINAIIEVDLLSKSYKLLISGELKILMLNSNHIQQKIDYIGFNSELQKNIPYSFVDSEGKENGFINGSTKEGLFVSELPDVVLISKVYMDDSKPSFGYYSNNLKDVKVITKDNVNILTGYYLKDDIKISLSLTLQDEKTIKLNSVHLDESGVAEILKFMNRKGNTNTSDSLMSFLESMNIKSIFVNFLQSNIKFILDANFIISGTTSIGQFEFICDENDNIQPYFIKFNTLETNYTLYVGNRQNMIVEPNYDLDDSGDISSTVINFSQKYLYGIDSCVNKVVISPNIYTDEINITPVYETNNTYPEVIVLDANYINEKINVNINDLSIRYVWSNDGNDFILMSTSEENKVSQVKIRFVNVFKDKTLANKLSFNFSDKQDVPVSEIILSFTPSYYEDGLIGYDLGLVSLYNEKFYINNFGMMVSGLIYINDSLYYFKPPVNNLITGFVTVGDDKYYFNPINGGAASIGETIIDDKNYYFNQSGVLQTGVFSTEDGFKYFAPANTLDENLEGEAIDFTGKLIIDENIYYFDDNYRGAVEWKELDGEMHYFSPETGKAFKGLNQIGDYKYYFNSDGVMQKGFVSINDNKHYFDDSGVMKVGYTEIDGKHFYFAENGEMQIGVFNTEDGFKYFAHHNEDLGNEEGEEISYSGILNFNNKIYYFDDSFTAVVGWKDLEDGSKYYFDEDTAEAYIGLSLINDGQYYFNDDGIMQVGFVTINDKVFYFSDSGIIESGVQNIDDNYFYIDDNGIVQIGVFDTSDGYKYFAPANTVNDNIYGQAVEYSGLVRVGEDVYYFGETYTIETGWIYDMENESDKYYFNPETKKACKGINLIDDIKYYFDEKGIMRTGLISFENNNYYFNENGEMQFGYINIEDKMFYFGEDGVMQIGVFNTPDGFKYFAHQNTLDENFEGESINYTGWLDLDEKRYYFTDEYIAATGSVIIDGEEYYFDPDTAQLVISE
PrPC TRFRET: cell surface PrPC inhibition, primary TR-FRET screen. P04156. TR-FRET read-out. inhibition, % at 13.8 µM. 370,000 tested, 0.43% active. AID 720596; in the data active = inhibition above about 24%; also: 0% = median of the test wells and 100% = reference compound wells
SSB-PriA inh: K. pneumoniae PriA-SSBct interaction inhibition; inhibition, % at 33 µM; AlphaScreen SSBct-PriA binding, biotinylated peptide; 430,000 tested, 0.6% active; AID 1272365; in the data active = inhibition mostly above about 37%, no sharp cut-off; inactive = mostly below about 20%;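 also: plate controls were negative control peptide for no effect and reference peptide for full effect; strong numbers were not always called active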
Vc quorum ag: inducers of Vibrio cholerae quorum light production without autoinducers; AID 588436; 350,000 tested, 0.16% active; V. cholerae BH1578 lux reporter, luminescence, 6 h; activation, % at 18.7 µM; in the data active = activation mostly above about 9.7%, no sharp cut-off; also: not every result past the cut was called active; inactives centre near 0; reference of the scale not given here
VHR inh abs: inhibitors of human VHR1 phosphatase (DUSP3) | P51452 | recombinant VHR phosphatase, pNPP absorbance | inhibition, % at 13.3 µM | 290,000 tested, 0.52% active; in the data active = inhibition above about 50%; also: some compounds called inactive have numbers as strong as hits
Yp Topo-I inh: inhibitors of Yersinia pestis topoisomerase I. Y. pestis Topo-I cleavage product accumulation, plate reader. 360,000 tested, 0.064% active. activity, % at 10 µM; in the data active = activity above about 50%, passing the limit was not always enough; also: inactives centre near 2
The depositor's hits bear a star; i = inactive; / = not tested or not shown; & = joins results of further samples; ! = not confirmed by another sample. An excerpt. The share of hits here may be higher or lower than overall.

Structure,Rv3671c inh,CCHF vOTU inh,PrPC TRFRET,3CLpro inhibitor,Vc quorum ag,TcdB GH inh,VHR inh abs,MazEF act,Yp Topo-I inh,SSB-PriA inh
O=C(COC(=O)/C=C/c1ccco1)Nc1ccc(F)cc1Cl,-3.0,-6.8,-1.4,1.2,1.1,-0.1,1.5,6.0,10.5,-1.2
C=C(C)c1cccc(C(C)(C)NC(=O)N2CCN(c3ccc(OC)cc3)CC2)c1,-10.6,6.3,6.2,4.9,i,-0.9,4.2,-0.6,12.6,2.3
COc1ccc(C)cc1N(CC(=O)N/N=C/c1ccc2c(c1)OCO2)S(C)(=O)=O,0.6,7.2,-4.1,-0.7,-0.5,0.6,28.2,1.0,11.6,/
COn1c(C)c(C(C)=O)c2c3nonc3ccc21,6.6,31.4*,-16.0,3.9,i,/,25.3,3.6,0.5,0.1
COc1cccc(CN2c3ccc(Br)cc3C(=O)CS2(=O)=O)c1,-67.5,4.2,1.2,/,0.5,1.1,/,-2.1,-5.9,-8.8
COCCCN1C(=O)CC(C(=O)OC)=C1C,1.1,-2.0,0.4,-1.9,-0.2,0.8,-24.0,3.3,7.5,-3.3
O=C(O)c1ccc(N(Cc2ccccc2)S(=O)(=O)c2ccccc2)cc1,7.0&3.0,-11.6,5.1,3.0&5.8,1.2,2.8,58.7*!,-0.7&3.2,6.4,1.8
CCOC(=O)N1CC(=O)Nc2ccc(Br)cc2C1c1ccccc1 (stereo unspecified),-6.0,-5.5,7.5,1.3,i,1.4,21.3,4.2,2.4,-7.3
O=[N+]([O-])c1ccccc1C=NNC(=S)NN=Cc1ccccc1[N+](=O)[O-],/,6.7,-19.5,/,-3.2,-0.3,/,-20.4,-19.2,2.9
COCCN(C(=O)COC(=O)c1nc(Cl)ccc1Cl)c1c(N)n(Cc2ccccc2)c(=O)[nH]c1=O,-4.6,-8.9,3.9,/,i,1.6,/,-12.4,4.3,-5.6
Cc1cc(C)cc(NC(=O)CN(C)S(=O)(=O)c2cnc[nH]2)c1,6.2,0.1,-1.1,1.0,0.7,/,13.2,3.5,4.2,-10.4
COc1ccc(NC(=O)[C@@H](NC(=O)c2ccccc2)C(C)C)cc1S(=O)(=O)N1CCCCC1,8.8,2.6,-7.5,-6.3,-0.6,/,-7.2,5.9,7.7,-2.3
Cc1c(C(=O)NCCc2ccc(Cl)cc2)sc2nc3n(c(=O)c12)CCC3,-5.4,-1.3,5.5,4.2,i,0.8,-19.8,-7.0,31.8,-6.4
O=S(=O)(NCCOCCNS(=O)(=O)c1ccccc1)c1ccccc1,14.3,16.6,4.8,3.0,i,/,11.7,11.1,5.6,-0.9
C=C(C)c1cccc(C(C)(C)NC(=O)N2CCN(C)CC2)c1,-8.4,2.4,-3.4,1.4,/,/,2.9,-1.3,-2.2,-24.7

Structure,Rv3671c inh,CCHF vOTU inh,PrPC TRFRET,3CLpro inhibitor,Vc quorum ag,TcdB GH inh,VHR inh abs,MazEF act,Yp Topo-I inh,SSB-PriA inh
CC(=O)CCc1c(C)c2cccc(C)c2[nH]c1=O,7.1,-2.5,-0.1,-3.9,i,/,-2.6,-21.4,14.8,3.8
CCC(=O)Nc1ccc(C(=O)CSc2nnc(-c3ccccc3F)n2C2CC2)cc1,-5.3,-8.7,-5.3,1.4,-0.4,1.4,18.1,6.6,2.1,4.3
O=C(NCc1ccco1)c1ccc(Br)c(S(=O)(=O)N2CCCCC2)c1,0.7,7.7,7.6,-3.9,-0.5,0.4,22.3,3.6,6.4,15.4
NC(=O)C1(N2CCCCC2)CCN(C(=S)NCCc2ccccc2)CC1,6.8,6.0,0.1,-0.6,i,0.8,22.6,1.2,-7.4,-1.9
COc1ccccc1/C=C/C(=O)/C=C/c1ccccc1O,/,-0.8,-12.4,5.0,0.6,1.4,3.3,-12.9,-8.0,6.4
Cc1nccn1CCCNC(=O)CC1C(=O)NCCN1Cc1ccc(Cl)c(F)c1 (stereo unspecified),4.9,-4.2,-3.4,1.6,-0.3,0.4,-18.9,8.1,2.1,-5.8
COCc1nnc(NC(=O)c2cc3ccccc3o2)s1,2.3,-1.7,2.1,1.9,i,1.2,-17.1,8.7,-6.3,-6.0
COc1ccc(CCNC(=O)c2ccc(NC3=NC4CS(=O)(=O)CC4S3)cc2)cc1OC (stereo unspecified),2.2,8.4,-0.7,2.1,-0.3,0.2,-1.9,8.2,-8.6,0.2
CC(C)(C)NC(=O)C(c1ccc(-c2ccccc2)cc1)N(C[C@H]1CC[C@@H]([C@@H]2CC[C@H](CO)O2)O1)C(=O)c1ccccc1F (stereo partly specified),/,/,/,/,1.6,/,/,1.8,21.3,2.5
CN(Cc1cnn(C)c1)C(=O)C1CCC(=O)N(Cc2cccc(F)c2)C1 (stereo unspecified),-8.7,15.6,-2.4,-4.0,i,1.2,12.2,-2.0,6.7,-19.3
CC(=O)Nc1ccc(S(=O)(=O)Nc2ccccc2C(=O)N2CCCC2)cc1,-3.2,29.7*,4.2,-2.7,-10.0,-2.6,3.0,7.6,-5.0,-9.5
O=C(CSc1ccc2ccccc2c1)NC1CCCc2ccccc21 (stereo unspecified),-22.4,3.4,0.1,5.4,-0.4,1.0,14.7,2.2,35.2,-2.7
Cn1c(=O)c2c(SCc3cccnc3)nc(CC(C)(C)C)nc2n(C)c1=O,0.9,3.4,2.4,1.8,-0.2,-0.8,4.6,-0.8,13.8,-12.4
CCC(=O)c1ccc(OCC(=O)OCC(=O)NCC2CCCO2)cc1 (stereo unspecified),-8.2,7.2,7.0,-2.5,0.0,0.9,-5.5,4.8,-6.7,-24.2
CC(=O)Nc1ccc(S(=O)(=O)NC2C3(C)CCC(C3)C2(C)C)cc1 (stereo unspecified),/,-8.3,8.6,-2.1,-0.5,1.1,-20.3,1.8,6.3,-8.0

Structure,Rv3671c inh,CCHF vOTU inh,PrPC TRFRET,3CLpro inhibitor,Vc quorum ag,TcdB GH inh,VHR inh abs,MazEF act,Yp Topo-I inh,SSB-PriA inh
Cn1nc(C2CC2)cc1NC(=O)C1(C)CCN1C(=O)c1ccccc1CCc1ccccc1 (stereo unspecified),/,20.0,7.1,/,-0.4,-0.1,/,/,25.7,/
O=C(NCc1cccs1)c1cc(S(=O)(=O)N2CCOCC2)c(Cl)cc1Cl,-4.1,-6.5,3.0,2.4,0.7,2.1,10.1,-3.9,9.3,5.3
Cc1nc(NC(=O)CCc2ccccc2)ccc1Br,0.9,9.4,-1.6,-0.2,i,0.9,13.3,-8.3,-2.4,-37.0
CCCNC(=O)N1[C@H]2CC[C@@H]1C(C(=O)OC)=C(c1c(C)noc1C)C2,-1.2,0.5,0.6,/,i,0.7,/,6.5,-3.7,-5.1
Cc1sc(-c2ccccn2)nc1OC(=O)c1ccc(F)cc1F,3.7,-1.4,0.4,3.5,-0.1,-0.8,16.0,1.5,-2.2,-2.9
CC(=O)NC(CC(=O)N(Cc1ccccc1)c1ccc(C)cc1)c1ccccc1 (stereo unspecified),-9.2,10.9,0.7,7.0,-0.1,0.9,-0.2,-1.5,46.1,-8.9
O=C(NCc1ccccn1)c1ccc(Cl)c(S(=O)(=O)N2CCCCC2)c1,6.7,-6.3,-0.9,-0.3,0.0,2.3,19.1,0.6,6.6,-5.4
CCN1CCN(CCOc2ccc(Br)cc2C)CC1,9.7,1.3,5.5,-1.9,0.6,1.6,48.7,6.2,-7.2,-3.6
Cc1ccccc1Cn1c(C)c(C(=O)N(C)Cc2ccc(F)cc2)sc1=O,/,-0.6,6.0,/,-0.5,1.3,/,/,34.6,/
COc1cc(C(=O)O/N=C(\N)c2cccc([N+](=O)[O-])c2)cc(OC)c1OC,11.6,7.7,-4.2,-1.7,i,0.6,25.0,11.6,-8.8,i
Cc1nn(C)c(Oc2ccccc2)c1CCNC(=O)C(C)(C)C,-6.0,12.3,5.7,6.7,-0.2,1.6,8.4,2.6,6.0,-7.9
COc1cccc(N(CC(=O)NC2CCCCC2)C(=O)CCCC(=O)Nc2ccccn2)c1,-0.5,7.0,-4.0,0.8,-0.2,1.0,20.4,-3.4,16.2,-7.5
Cc1cc(C)n2cc(CSc3nnc(N)s3)nc2n1,6.8,8.9,1.1,0.9,/,/,-0.9,12.0,3.1,-14.6
CCN1/C(=C\C=C2\C(=O)N(c3ccccc3)C(=S)N2C)Sc2ccccc21,/,-9.2,-2.0,1.0,0.1,0.7,24.2,-21.7,-3.6,-0.7
Cc1ccccc1NC(=O)C(C#N)Cc1cccnc1 (stereo unspecified),2.0,-5.5,5.6,-2.2,-0.3,/,20.0,1.8,11.9,-7.9

Single records, as listed above:
CC(=O)Nc1ccc(S(=O)(=O)NC2C3(C)CCC(C3)C2(C)C)cc1 (stereo unspecified) as listed: Rv3671c inh = /; CCHF vOTU inh = -8.3; PrPC TRFRET = 8.6; 3CLpro inhibitor = -2.1; Vc quorum ag = -0.5; TcdB GH inh = 1.1; VHR inh abs = -20.3; MazEF act = 1.8; Yp Topo-I inh = 6.3; SSB-PriA inh = -8.0
COCCN(C(=O)COC(=O)c1nc(Cl)ccc1Cl)c1c(N)n(Cc2ccccc2)c(=O)[nH]c1=O as listed: Rv3671c inh = -4.6; CCHF vOTU inh = -8.9; PrPC TRFRET = 3.9; 3CLpro inhibitor = /; Vc quorum ag = i; TcdB GH inh = 1.6; VHR inh abs = /; MazEF act = -12.4; Yp Topo-I inh = 4.3; SSB-PriA inh = -5.6

Back to the main list; the 2 compounds before the break are reprinted first.
Structure,Rv3671c inh,CCHF vOTU inh,PrPC TRFRET,3CLpro inhibitor,Vc quorum ag,TcdB GH inh,VHR inh abs,MazEF act,Yp Topo-I inh,SSB-PriA inh
CCN1/C(=C\C=C2\C(=O)N(c3ccccc3)C(=S)N2C)Sc2ccccc21,/,-9.2,-2.0,1.0,0.1,0.7,24.2,-21.7,-3.6,-0.7
Cc1ccccc1NC(=O)C(C#N)Cc1cccnc1 (stereo unspecified),2.0,-5.5,5.6,-2.2,-0.3,/,20.0,1.8,11.9,-7.9
O=C(Nc1ccc(Cl)cc1C(=O)Nc1ccc(Br)cn1)c1ccco1,-11.7,22.4,7.0,-0.7,i,/,21.3,-0.6,2.7,-1.6
Cc1ccc(C)c(NC(=O)CCCCCCCCCCC2COCCO2)c1 (stereo unspecified),1.2,-15.0,-5.2,-3.1,-0.3,0.6,-7.9,-13.8,-3.8,-15.9
CCOC(=O)CN/C=C(\C#N)c1ccccc1,-0.5,0.1,-3.3,-1.1,-0.2,0.0,8.2,-0.1,-5.3,5.0
COc1ccccc1C(=O)Nc1nc2ccccc2[nH]1,-12.6,17.2,-8.9,-10.5,0.4,0.0,6.9,6.4,-6.2,-4.9
Cc1nc2ccc(S(=O)(=O)c3ccc4nc(C)[nH]c4c3)cc2[nH]1,-7.5,0.7,2.1,4.7,-0.4,/,-0.2,2.5,-1.2,-14.6
C[C@H](CO)N1C[C@H](C)[C@@H](CN(C)S(=O)(=O)c2ccccc2)Oc2ccc(NC(=O)C3CCCCC3)cc2C1=O,1.3,5.3,4.2,/,i,-0.5&0.3,/,7.3,13.5,8.8
CCCCCn1cnc2c(=S)nc(N)[nH]c21,/,0.8,-0.6,1.2,-0.7,1.0,3.7,6.5,2.3,-8.2
